# Pin1 inhibitor – blocks the human prolyl isomerase Pin1. Q13526. Pin1 FP peptide displacement, HiFluor488, 10 min. Potency, µM (titrated, usually from 115 µM), without a hit: at the highest dose activity, negative = inhibition, most hits filed as inhibitors. 390,000 tested, 0.009% active; active = well fitted inhibition curve with a large enough effect in the polarisation, with a control signal flat, not every such curve was filed as active; inconclusive = small, poorly fitted or top-dose-only effect, or effect the other way, or a change in a side signal; inactive = no such curve, though single readings can be large or run the other way; the % refers to the polarisation; also: potency is read from the fitted curve at half-maximal effect; % is scaled to controls: 0 for no effect and ±100 for the full control effect
# GLS inh – blocks human kidney-isoform glutaminase activity. O94925. GLS enzymatic activity, qHTS titration. Potency, µM (series often up to 45.5 µM), without a hit: top-dose activity change, negative = inhibition, hits mostly inhibitors. 410,000 tested, 0.21% active. AID 624170; also: potency is read from the fitted curve at half-maximal effect; % is scaled to controls: 0 for no effect and ±100 for the full control effect
#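 Coupled fluorescence readout: glutamate oxidase/HRP/Amplex Red detect glutamate formed by hKGA from L-glutamine (1 mM solution added). Buffer 45 mM KH2PO4 pH 8.2, 0.02% Tween-20; reads at t0 and 30 min RT.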
# TrxR1 substrate – substrates of rat thioredoxin reductase 1; O89049; purified TrxR1 substrate turnover, NADPH consumption readout; Potency, µM (highest dose often 114 µM), for inactives: at the top dose activity change, negative = substrate turnover; 390,000 tested, 0.01% active; also: potency is read from the fitted curve at half-maximal effect; % is scaled to controls: 0 for no effect and ±100 for the full control effect; nearly all actives have a fitted effect of over 50% in size
# Target sequence (O89049 whole entry, looked up): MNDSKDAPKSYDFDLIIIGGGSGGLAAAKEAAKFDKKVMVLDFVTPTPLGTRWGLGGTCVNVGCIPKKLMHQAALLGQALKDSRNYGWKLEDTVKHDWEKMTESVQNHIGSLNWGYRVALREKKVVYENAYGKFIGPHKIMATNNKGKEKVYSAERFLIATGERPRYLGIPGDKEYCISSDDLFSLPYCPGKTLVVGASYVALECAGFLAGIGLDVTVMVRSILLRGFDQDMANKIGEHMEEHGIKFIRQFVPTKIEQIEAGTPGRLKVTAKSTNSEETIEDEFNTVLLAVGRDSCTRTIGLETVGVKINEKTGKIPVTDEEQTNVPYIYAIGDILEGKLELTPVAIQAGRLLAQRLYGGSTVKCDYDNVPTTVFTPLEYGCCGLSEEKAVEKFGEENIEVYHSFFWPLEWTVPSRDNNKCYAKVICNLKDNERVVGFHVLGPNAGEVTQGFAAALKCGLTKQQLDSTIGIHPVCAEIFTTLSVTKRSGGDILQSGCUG
#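 Rat TrxR1, dispensed at 90 nM, was prereduced with 400 uM NADPH (final) for 5 min at ~22 deg C, then incubated with compound 15 min before 400 uM selenite. A first-read NADPH fluorescence drop versus no-compound background flagged substrates.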
# USP1 inh – inhibitors of human USP1/UAF1 deubiquitinase; 390,000 tested, 0.23% active; recombinant USP1/UAF1, Ub-Rhodamine cleavage fluorescence; Potency, µM (titrated, usually from 57.1 µM), inactives show at the highest dose activity change, negative = inhibition, actives largely listed as inhibitors; also: potency is read from the fitted curve at half-maximal effect; % is scaled to controls: 0 for no effect and ±100 for the full control effect; nearly all actives have a fitted effect of over 60% in size; inactives centre near -12
#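 USP1/UAF1 complex (1 nM) preincubated 15 min at room temperature with compound, then Ub-Rho substrate (150 nM final) added. Kinetic fluorescence at 480/540 nm over 6 reads at 60 s intervals; 50 mM HEPES pH 7.8, 0.5 mM EDTA, 0.1 mg/ml BSA, 1 mM TCEP, 0.01% Tween-20.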
# TrxR1 inh – blocks rat thioredoxin reductase 1; O89049; recombinant rTrxR1, NADPH fluorescence consumption, selenite substrate; Potency, µM (top dose mostly 114 µM), inactives show at the highest dose activity change, negative = inhibition, most hits filed as inhibitors; 390,000 tested, 1% active; AID 588453; also: potency is read from the fitted curve at half-maximal effect; % is scaled to controls: 0 for no effect and ±100 for the full control effect; nearly all actives have a fitted effect of over 65% in size
#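 Rat TrxR1 (90 nM in the dispensed reagent) was pre-reduced with 400 uM NADPH for 5 min at room temperature, then incubated with compound for 15 min. After 400 uM selenite was added, NADPH fluorescence (Ex 340/Em 450 nm) was followed for 8 min.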
# mIDH1 inhibitor – inhibitors of human mutant IDH1 R132H; O75874; IDH1-R132H enzyme, NADPH consumption, diaphorase/resazurin fluorescence; Potency, µM (titrated, usually from 76.6 µM), inactives show at the top dose activity change, negative = inhibition, usual class: inhibitors; 390,000 tested, 0.093% active; AID 602179; also: potency is read from the fitted curve at half-maximal effect; % is scaled to controls: 0 for no effect and ±100 for the full control effect; nearly all actives have a fitted effect of over 65% in size
#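 IDH1-R132H (0.5 ug/mL dispensed) in pH 7.5 Tris buffer was preincubated 30 min with compound, then given a substrate mix of 0.016 mM NADPH and 2 mM alpha-KG for 80 min at room temperature; remaining NADPH was read by diaphorase/resazurin fluorescence.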
# HP1b chromo inh – inhibitors of HP1-beta chromodomain binding to methylated histone tails. AID 540317. Potency, µM (titrated, usually from 114 µM), inactives show at the highest dose activity change, negative = inhibition, hits mostly inhibitors. 390,000 tested, 0.56% active. P83916. AlphaScreen HP1-beta / biotin-H3K9me3 peptide binding; also: potency is read from the fitted curve at half-maximal effect; nearly all actives have a fitted effect of over 70% in size; inactives centre near 23
#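 HP1-beta protein (50 nM final) preincubated 30 min at room temperature with biotinylated H3(1-18)K9me3 peptide (50 nM) in PBS pH 7.4, 0.01% Tween-20, then compound added for 30 min. AlphaScreen streptavidin donor/nickel chelate acceptor beads (10 ug/mL final), 30 min dark, luminescence read.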
# Tb PGK inh – T. brucei PGK inhibition. P07378. PGK/GAPDH coupled, Kinase-Glo luminescence, 60 min. Potency, µM (series often up to 57.5 µM), without a hit: at the top dose activity change, negative = inhibition, hits mostly inhibitors. 380,000 tested, 0.043% active; also: potency is read from the fitted curve at half-maximal effect; % is scaled to controls: 0 for no effect and ±100 for the full control effect; nearly all actives have a fitted effect of over 60% in size
#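 Luminescent ATP detection (Kinase-Glo Plus) follows a 60-minute room-temperature incubation, with wells lacking PGK as controls. Buffer: 100 mM TEA (pH 7.6), 5 mM MgCl2, 0.01% Tween-20. Coupling enzyme GAPDH (100 nM final) supplies unstable 1,3-BPG in-well.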
# PI4K2A inh – inhibitors of human PI4K2A; Q9BTU6; purified PI4K2A, ADP-Glo luminescence, 1 h; active compounds read low; activity change, negative = inhibition, % at 76.9 µM; 420,000 tested, 0.13% active; AID 1346378; in the data active = activity change below about -50%; inconclusive = mostly about -30% to -49%;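 also: -100% = wells without enzyme as full effect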
# Target sequence (Q9BTU6 whole entry, looked up): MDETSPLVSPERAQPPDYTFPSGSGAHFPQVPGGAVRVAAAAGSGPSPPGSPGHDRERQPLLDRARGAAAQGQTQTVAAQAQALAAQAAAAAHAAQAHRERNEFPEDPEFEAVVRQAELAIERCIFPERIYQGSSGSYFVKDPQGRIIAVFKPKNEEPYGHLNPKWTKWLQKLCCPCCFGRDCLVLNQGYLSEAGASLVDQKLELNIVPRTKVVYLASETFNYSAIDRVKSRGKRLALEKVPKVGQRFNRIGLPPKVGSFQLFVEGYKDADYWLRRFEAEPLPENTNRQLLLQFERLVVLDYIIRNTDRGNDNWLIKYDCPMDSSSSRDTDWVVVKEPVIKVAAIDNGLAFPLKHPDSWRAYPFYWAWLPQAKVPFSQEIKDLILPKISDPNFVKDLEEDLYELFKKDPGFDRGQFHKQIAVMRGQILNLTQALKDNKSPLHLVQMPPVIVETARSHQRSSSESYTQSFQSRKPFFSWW
#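 In this quantitative HTS, ADP production by PI4K2A was quantified luminescently after 1 h at ambient temperature; 100 microM adenosine served as plate-quality control.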
# Numbers without * were called inactive; i = inactive; ? = inconclusive; · = not tested or not shown; [ ] = another dose, or the depositor's remark. Unless noted, calls follow the shape of the dose curve; as a rule, active = well fitted curve in the direction sought with a large enough effect; inconclusive = small, poorly fitted or top-dose-only effect, or another doubt; inactive = no such curve, though single readings can be large; an effect the other way counts as inactive or inconclusive.
molecule,Pin1 inhibitor,GLS inh,TrxR1 substrate,USP1 inh,TrxR1 inh,mIDH1 inhibitor,HP1b chromo inh,Tb PGK inh,PI4K2A inh
CC(=O)N1c2ccc(S(=O)(=O)NCC3CCC(C(=O)Nc4ccc(F)cc4)CC3)cc2CC1C (configuration not stated),4%,-15%,-3%[57.1 µM],-10%,11%[57.1 µM],9%,23%,i,1
COc1ccc(S(=O)(=O)N2CC(C(=O)O)Oc3ccc(CC(=O)O)cc32)cc1 (configuration not stated),-2%,9%,1%[57.1 µM],-13%,7%[57.1 µM],-1%,32%,-7%,-1
Cc1ccc(C(=O)N2CCN(c3ncccn3)CC2)cc1NC1=NC2CS(=O)(=O)CC2S1 (configuration not stated),1%,-1%,-3%[57.1 µM],-14%,-5%[57.1 µM],2%,21%,i,0
Cc1c(C(=O)NCc2ccccn2)oc2ccc(S(=O)(=O)N3CCOCC3)cc12,-3%,-2%,4%[57.1 µM],-7%,12%[57.1 µM],0%,20%,i,-1
COC(=O)c1sccc1NC(=O)Nc1ccc(OC)cc1OC,1%,16%,-6%,-22%,10%,28%,35%,i,1
CCC(=O)NCC(c1ccco1)N1CCN(c2ccc(OC)cc2)CC1 (configuration not stated),-2%,41%[activator],7%,-12%,36%,0%,41%[activator],i,4
Cc1sc(NC(=O)c2ccco2)c(C(c2cccnc2)N2CCC(C)CC2)c1C (configuration not stated),6%,-18%,12%,-25%,?,?,?,-6%,1
Cc1ccc(C)c(NC(=O)CSc2n[nH]c(-c3ccccn3)n2)c1,-6%,-3%,3%[57.1 µM],-20%,8%[57.1 µM],3%,15%,0%,0
CCOc1ccccc1C(=O)NCC(=O)N(C)CC(=O)Nc1ccc(N2CCOCC2)cc1,·,44%[activator],·,-7%,·,-12%,·,1%,5
COc1cccc(C2=CC(c3ccccc3F)n3c(nc4ccccc43)N2)c1 (configuration not stated),?,-1%,5%[57.1 µM],?,10%[57.1 µM],-12%,105%[activator],-7%,-13
CCCc1ccc(OCC(=O)O)cc1,-6%,4%,13%,-24%,17%,5%,23%,0%,1
CC(C)C(=O)Nc1ccc(C(=O)NNC(=O)CCc2ccccc2)cc1,-6%,8%,-7%,-2%,-10%,1%,17%,9%,4
Cn1nccc1C(=O)OCC(=O)Nc1ccccc1,0%,1%,6%,-18%,18%,2%,55%[activator],i,4
CC(C)Cc1nnc(NC(=O)CCc2c[nH]c3ccccc23)s1,0%,15%,-3%,-14%,17%,-7%,29%,i,-2
COc1cccc(C2(O)CCN(C(=O)c3cccs3)CC2)c1,3%,14%,-3%,-2%,12%,13%,39%,2%,0
COC(=O)c1cc2oc3ccccc3c2n1CC(=O)Nc1ccc(C)cc1C,3%,6%,5%,-23%,20%,0%,31%,2%,3
CCC(=O)Nc1ccccc1-c1nc2ccccc2n(CC(=O)Nc2ccccc2OC)c1=O,-7%,8%,1%,0%,1%,-4%,31%,i,-2
C=CC(=O)OCCOCCOCCOCCOC(=O)C=C,0%,-6%,9%,-20%,13%,11%,84%[activator],-1%,-5
C=CCOC(=O)CCCCCCCC,-2%,-1%,8%,-23%,28%,6%,62%[activator],-8%,2
CC1(C)CC(=O)C=C(Nc2ccc(Cl)c(Br)c2)C1,1%,1%,5%[57.1 µM],-12%,23%[57.1 µM],2%,-4%,-5%,-11

# (listing goes on)
molecule,Pin1 inhibitor,GLS inh,TrxR1 substrate,USP1 inh,TrxR1 inh,mIDH1 inhibitor,HP1b chromo inh,Tb PGK inh,PI4K2A inh
COC(=O)c1ccc(Nc2ccc3nonc3c2[N+](=O)[O-])cc1,1%,22%,4%,1%,1%[57.1 µM],-5%,20%,0%,0
Cc1c(C(=O)NCCc2ccc(Cl)cc2)sc2nc3n(c(=O)c12)CCCC3,?,4%,-5%,-23%,?,·,53%[activator],·,1
O=[N+]([O-])c1ccccc1/C=C/CN1CCSCC1,-18%,5%,-5%,6%,53%[2.29 µM],4%,?,-3%,9
CC(=O)c1c(C)[nH]c(C(=O)OCCOc2ccccc2)c1C,0%,0%,-4%[57.1 µM],0%,9%[57.1 µM],0%,1%,-8%,7
COCCn1c(SCC(=O)c2c(-c3ccccc3)n(C)c3ccccc23)nnc1-c1ccncc1,-5%,6%,-4%,-5%,-11%,2%,37%,3%,3
COC(=O)C1=C(C(=O)c2ccccc2)C(c2ccccc2)n2nnnc2N1 (configuration not stated),7%,12%,-5%,-15%,10%,0%,22%,-7%,4
COc1ccc(C(=O)Nc2nc(CC(=O)NCc3ccc(F)cc3)cs2)cc1,1%,2%,7%,-20%,19%,-2%,30%,1%,2
CC(=O)c1ccc(NCC2COc3ccccc3O2)c([N+](=O)[O-])c1 (configuration not stated),3%,0%,-3%[57.1 µM],-11%,13%[57.1 µM],8%,?,4%,-1
COc1ccccc1OCCOCCOc1ccc(C)cc1Br,12%,-1%,-11%,-15%,-11%,1%,244%[activator],-7%,-3
COc1ccc(S(=O)(=O)N2CCOC2CNC(=O)C(=O)NCCN2CCOCC2)cc1 (configuration not stated),-2%,-5%,-3%,-10%,-4%,8%,31%,-8%,7
COc1ccccc1C1CC(c2ccc(NS(C)(=O)=O)cc2)=NN1S(=O)(=O)c1ccccc1 (configuration not stated),72%[activator],5%,1%,-26%,20%,-5%,14%,3%,0
Cc1cc(NC(=O)c2ccc([N+](=O)[O-])cc2)n(CCC#N)n1,-4%,-7%,1%,-8%,4%,2%,18%,5%,1
COc1ccc(S(=O)(=O)Nc2cc(C)ccn2)cc1OC,3%,5%,7%[57.1 µM],?,-1%,4%,4%,6%,-2
CC(C)c1ccc(/C=C/C(=O)NC(=S)Nc2ccc(CN3CCOCC3)cc2)cc1,31%[activator],2%,-11%,-23%,-4%[57.1 µM],2%,-24%,-11%,-3
COCCNC(=O)COC(=O)c1cc(-c2ccc(OC)cc2)nc2ccccc12,-2%,5%,25%[57.1 µM],0%,1%[57.1 µM],1%,84%[activator],-10%,-2
COC(=O)c1cccc(NC(=O)CN2CCC(NC(=O)c3cc(OC)c(OC)c(OC)c3)CC2)c1,-14%,-2%,-5%,-13%,-6%,4%,6%,-7%,-1
CCN(CC)C(=O)CSc1nc2nc(C)cc(C)c2c(=O)[nH]1,2%,4%,26%,-27%,26%,6%,13%,-4%[11.5 µM],-5
Cc1cccc(NC(=O)c2nc[nH]c2C(=O)NCc2ccccc2)c1,1%,8%,13%,-23%,4%,3%,32%,2%,-2
O=C(NCc1ccco1)c1ccc2nccnc2c1,-13%,-4%,-2%,-20%,-1%,-5%,16%,-6%,3
CSc1ncccc1C(=O)Nc1cc(C)ccn1,-9%,-1%,-3%,-12%,13%,-4%,35%,-5%,-1

# Later entries:
molecule,Pin1 inhibitor,GLS inh,TrxR1 substrate,USP1 inh,TrxR1 inh,mIDH1 inhibitor,HP1b chromo inh,Tb PGK inh,PI4K2A inh
Cn1c(SCC(=O)N2CCCc3ccccc32)ncc(C(=O)Nc2ccc(Cl)cc2)c1=O,2%,6%,-3%[57.1 µM],-19%,10%[57.1 µM],-9%,17%,1%,4
COc1cc(CNCCCN2CCOCC2)c(Br)cc1OC(C)C,-7%,2%,-1%,-12%,4%[57.1 µM],3%,51%[activator],-7%,5
O=C(CN1C(=O)CSc2ccccc21)NCCC1=CCCCC1,-2%,-4%,5%,-17%,24%,3%,46%[activator],7%,0
COC(=O)c1c(NC(=O)CC2Nc3cc(C)c(C)cc3NC2=O)sc(C)c1C (configuration not stated),?,-4%,-6%,?,-9%,1%,30%,-2%,-7
CN(C)c1ccc(-c2ccccc2)nn1,0%,-14%,5%,-2%,13%,11%,24%,-16%,?
COc1nccnc1NS(=O)(=O)c1ccc(N=Cc2c(C)[nH]n(-c3ccccc3)c2=O)cc1,1%,9%,-12%,-8%,-5%,8%,8%,i,-8
CCCNC(=O)C(=O)NCCC1=CCCCC1,-13%,1%,7%[57.1 µM],-20%,17%[57.1 µM],6%,14%,-10%,-5
CCC(=O)Oc1cccc(C(=O)Nc2cccc(NC(=O)c3ccco3)c2)c1,2%,-4%,8%,-20%,20%,0%,19%,i,3
Cc1cccc(C(=O)NC(C)C2CC3CCC2C3)c1 (configuration not stated),-2%,3%,8%[57.1 µM],-1%,32%[57.1 µM],12%,13%,-2%,0
O=C1CN(CCN2CC(=O)N(Cc3ccccc3)C(=O)C2)CC(=O)N1Cc1ccccc1,·,-6%,·,-24%,·,9%,·,i,-2
CCc1nn(-c2ccccc2)c2nc(-c3ccc(O)cc3)c3cc(OC)c(OC)cc3c12,3%,6%,13%,-11%,16%,?,31%,-2%,1
CC(=O)NNS(=O)(=O)c1ccccc1[N+](=O)[O-],0%,6%,-2%,-8%,-5%,5%,-5%,i,-1
O=C(c1ccco1)N1CCN(CC(O)Cn2c3ccccc3c3ccccc32)CC1 (configuration not stated),7%,-2%,6%[57.1 µM],-22%,-49%,3%,24%,-5%,1

# Just TrxR1 inh (two entries from above):
structure	TrxR1 inh
O=C(CN1C(=O)CSc2ccccc21)NCCC1=CCCCC1	24%
CC(=O)NNS(=O)(=O)c1ccccc1[N+](=O)[O-]	-5%

# An excerpt (hit frequency here may not be typical).
